Compound activity as filed in PubChem BioAssay.
Cav3 T inh: inhibitors of human Cav3.2 T-type calcium channel; O95180; Cav3.2-expressing cells, Fluo-4 calcium fluorescence FDSS; stronger effect = lower value; B-score at 10 µM; 100,000 tested, 4% active; AID 449739;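 active = single-dose well whose peak fluorescence ratio is a statistical outlier from its plate by either plate-standardised score or position-corrected B-score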
Starred values were filed as active, the others as inactive.

| mol | Cav3 T inh |
| --- | --- |
| Cc1sc2nc(SCc3nc(-c4ccccc4)no3)n(-c3ccccc3)c(=O)c2c1C | 0.0337 |
| CS(=O)(=O)n1nc(-c2ccc(Cl)cc2)nc1SCc1ccccc1 | -3.9 |
| COC(=O)\C(C(C)=O)=C(/C=C/C=C/C=C/N(C)C)N(C)C | -7.05* |
| CC(=O)c1c(OCC(=O)O)ccc2c(C)cc(=O)oc12 | 0.585 |
| COc1ccc2c(OC)c3ccoc3nc2c1OC | 0.0128 |
| Cc1ccccc1C(=O)O/N=C1\CCS(=O)(=O)c2sccc21 | 1.81 |
| COc1ccc(Nc2nc(N)nc(CN3CCc4ccccc4C3)n2)cc1 | -0.134 |
| CC(C)c1cc(C(C)C)c(S(=O)(=O)N2c3ccccc3[C@@]3(Br)C[C@H]4C(=O)N[C@@H](Cc5ccccc5)C(=O)N4[C@@H]23)c(C(C)C)c1 | -1.53 |
| CCOC(=O)c1c(C)oc2cc(Br)c(OC)cc12 | 0.0574 |
| C=CCN(CC=C)S(=O)(=O)c1ccc(NC(=S)NC(=O)Cc2ccc(OC)cc2)cc1 | -3.77 |
| CCCOc1cccc(C(=O)N(Cc2cccs2)C2CCS(=O)(=O)C2)c1 (stereo unspecified) | 1.07 |
| O=C1c2cccnc2Nc2ccccc2N1CCCF | 0.372 |
| CCOC(=O)C1CCCN(C(=O)c2cn(C)c(=O)c3cc(OC)c(OC)cc23)C1 (stereo unspecified) | 1.33 |
| Cc1cccc(Cc2c(C)nc3nc(SCC(=O)NCc4ccco4)nn3c2C)c1 | 1.26 |
| O=C(OCC(=O)c1cccs1)c1ccc(NC(=O)c2ccco2)cc1 | 0.664 |
| O=C(NCc1ccc2c(c1)OCO2)C1CC(=O)N(CCc2ccccc2)C1 (stereo unspecified) | 0.102 |
| C=CCn1c(CNc2ccccc2)nnc1SCC(=O)N/N=C/c1ccc(O)cc1O | 1.63 |
| O=C(CCN1C(=O)c2ccccc2C1=O)Nc1cccnc1 | 0.769 |
| COc1ccc(OC)c(NC(=O)CS(=O)(=O)c2ccccc2)c1 | 0.153 |
| CCCCOC(=O)Cc1c(O)c2ccccc2[nH]c1=O | -0.337 |
| Cc1cccc(NC(=O)C2CCN(c3nc(C)cc(C)n3)CC2)c1 | -0.486 |
| CCCn1ncc(OC)c(Cl)c1=O | 0.232 |
| Cc1ccc(NC(=O)/C(C#N)=C/c2cc(C)n(-c3ccc(N4CCOCC4)c([N+](=O)[O-])c3)c2C)c(C)c1 | -0.124 |
| O=C(Cn1nnc(-c2cc(Cl)ccc2-n2cnnn2)n1)N1CCCc2ccccc21 | -2.34 |
| COc1ccc(NC(=O)c2cc3nc(-c4ccccc4)cc(-c4ccccc4)n3n2)c(OC)c1 | -2.1 |
| CC1(C)CC(=O)C2=C(C1)N=C1SCCC(=O)N1C2c1ccccc1 (stereo unspecified) | 0.182 |
| Cc1cc2c(nn1)CCc1nonc1-2 | 0.896 |
| Nc1c(C(=O)OCC2CCCO2)c2nc3ccccc3nc2n1C1CCCC1 (stereo unspecified) | -2.9 |
| COc1ccccc1NC(=O)N(CCN1CCCC1)Cc1cc2cc(C)ccc2[nH]c1=O | -0.288 |
| O=C(CSc1nnc(-c2ccco2)o1)NC(=O)C1COc2ccccc2O1 (stereo unspecified) | -0.019 |
| CCC(Sc1nc2ccccc2c(=O)n1CCN1CCOCC1)C(=O)NCc1cccnc1 (stereo unspecified) | 0.757 |
| CC1CCN(C(=O)c2[nH]cnc2C(=O)N[C@@H](C)C(=O)OC(C)(C)C)CC1 | 0.0194 |
| CN(C)S(=O)(=O)c1cccc(-c2cn3ccccc3n2)c1 | 0.55 |
| O=C(Nc1ccccc1Cl)O/N=C(/c1ccccc1)c1ccccn1 | 0.655 |
| Cc1cc(/C=C(\C#N)C(=O)Nc2ccccc2)c(C)n1-c1ccc2c(c1)OCO2 | -0.668 |
| O=C(CC1(O)C(=O)Nc2ccccc21)c1cccnc1 (stereo unspecified) | 0.623 |
| O=C1NC2(CCCCC2)C(=O)N1c1ccccc1 | 0.912 |
| COC(=O)c1ccc(COc2ccc3c4c(c(=O)oc3c2)CCC4)o1 | 0.288 |
| CC(=O)c1cc2c(O)c(O)ccc2o1 | -0.158 |
| Cc1cc(C)c(S(=O)(=O)Nc2ccc[nH]c2=O)c(C)c1 | -0.49 |
| CCN1C(=O)C2(C(C#N)=C(N)Oc3n[nH]c(-c4ccccc4)c32)c2ccccc21 (stereo unspecified) | -0.0838 |
| Nc1nnnn1/N=C/c1ccc(O)cc1 | 0.0172 |
| O=C(NC1CCCC1)C(c1cccnc1)N(C(=O)c1csnn1)C1CCCC1 (stereo unspecified) | 0.412 |
| Cc1ccc(Oc2ccccc2/C=N/O)cc1 | -0.538 |
| O=C(C1CCC1)N1CCc2cc(S(=O)(=O)NCc3ccccn3)ccc21 | 0.887 |
| Cc1ccc(S(=O)(=O)n2nc(C)cc2C)cc1 | 0.545 |
| CCOC(=O)C(NC(C)=O)(N1CCc2ccccc2C1)C(F)(F)F (stereo unspecified) | -1.17 |
| O=C(CCC1CCCCC1)NCCN1C2=NC[C@@H](Cc3ccccc3)N2C[C@H]1Cc1ccc(O)cc1 | -2.19 |
| N#Cc1c2n(c3c(=S)nc[nH]c13)CCCCC2 | 1.47 |
| COc1ccc(S(=O)(=O)Nc2ccc(C(F)(F)F)cc2)cc1OC | -4.77* |

Sorted by molecular weight (highest first): some entries from above.
| mol | Cav3 T inh |
| --- | --- |
| CCC(Sc1nc2ccccc2c(=O)n1CCN1CCOCC1)C(=O)NCc1cccnc1 (stereo unspecified) | 0.757 |
| COc1ccc(S(=O)(=O)Nc2ccc(C(F)(F)F)cc2)cc1OC | -4.77* |
| COC(=O)c1ccc(COc2ccc3c4c(c(=O)oc3c2)CCC4)o1 | 0.288 |
| Cc1ccc(S(=O)(=O)n2nc(C)cc2C)cc1 | 0.545 |
| N#Cc1c2n(c3c(=S)nc[nH]c13)CCCCC2 | 1.47 |
| Nc1nnnn1/N=C/c1ccc(O)cc1 | 0.0172 |

Ordered by the number under Cav3 T inh (rising): some entries from above
| SMILES | Cav3 T inh |
| --- | --- |
| O=C(CSc1nnc(-c2ccco2)o1)NC(=O)C1COc2ccccc2O1 (stereo unspecified) | -0.019 |
| CCOC(=O)c1c(C)oc2cc(Br)c(OC)cc12 | 0.0574 |
| O=C(NC1CCCC1)C(c1cccnc1)N(C(=O)c1csnn1)C1CCCC1 (stereo unspecified) | 0.412 |

Next results follow.
| mol | Cav3 T inh |
| --- | --- |
| Cc1ccc(N2C(=O)CSCC2=O)cc1 | -2.55 |
| CCOC(=O)c1ccccc1NC(=O)CSc1nnnn1C1CCCCC1 | -3.7 |
| O=C(Nc1ccccc1)N(Cc1ccccc1)C1=NCCS1 | 0.338 |
| Cc1ccc(S(=O)(=O)C2(C(=O)N3CCN(C4CCCCC4)CC3)CC2)cc1 | -5.19* |
| O=C(CSc1nnc(-c2ccccc2)n1C1CCCCC1)Nc1ccc(S(=O)(=O)Nc2ccccn2)cc1 | 1.85 |
| COc1ccc(C2SCCN2S(=O)(=O)c2ccccc2)cc1OC (stereo unspecified) | -0.312 |
| CCn1c(C)c(C(C)=O)c(N2CCN(C(=O)c3ccco3)CC2)nc1=S | 1.23 |
| CCC(=O)N1C(C(=O)O)CSC1c1ccc(OC)cc1 (stereo unspecified) | -0.692 |
| COc1cc(C(=O)N2CC(C)OC(C)C2)c([N+](=O)[O-])cc1OC (stereo unspecified) | 0.645 |
| CC(C)n1nc(C(=O)Nc2nnc(SCc3c(Cl)cccc3Cl)s2)c2ccccc2c1=O | -1.9 |
| NC(=O)C1CCCNC1 (stereo unspecified) | 0.852 |
| CCCn1nc2cc(C(=O)NCC34CC5CC(CC(C5)C3)C4)ccc2c1OCC | -0.572 |
| CCCn1c(C)cc(C(=O)COC(=O)c2cc(S(=O)(=O)NCC(C)C)c(Cl)cc2Cl)c1C | -3.12 |
| Cc1cc(C)c(C#N)c(Nc2ccc3c(c2)OCCO3)n1 | -0.277 |
| COc1cc(Br)cc2cc(C(=O)N3CCN(C(=O)c4ccco4)CC3)c(=O)oc12 | -0.497 |
| Cc1cc2c(=O)n(Cc3ccco3)c(SCC(=O)c3ccc(Cl)s3)nc2s1 | -4.74* |
| O=C(C1CC1)N1CCc2cc(Br)cc(S(=O)(=O)N3CCCCCC3)c21 | -3.49 |
| Fc1ccccc1COc1ccc(/C=N/NC(=S)NCc2ccccc2)cc1 | -0.169 |
| CC1CCc2nn(CC(=O)NCc3ccc4c(c3)OCO4)cc2C1 (stereo unspecified) | -0.246 |
| COc1ccc(-n2c(C)cc(C(=O)CSc3nnc(-c4ccoc4C)n3C)c2C)cc1 | -0.0375 |
| O=C(O)Cc1c[nH]c2cccc(O)c12 | 0.759 |
| N#Cc1c(SCC(N)=O)nc(-c2ccccc2)c2c1CCCC2 | -0.0139 |
| COC(=O)[C@@]1(Cc2ccc(F)cc2)[C@H]2c3cc(C(=O)N4CCCC4)n(Cc4ccc(C(F)(F)F)nc4)c3C[C@H]2CN1C(=O)c1ccccc1 | -0.47 |
| O=C(c1cc(-c2ccccc2)nc2ccccc12)N1CCN(c2ccccn2)CC1 | -3.05 |
| O=C(NCCn1ccc2ccccc21)c1ccc(S(=O)(=O)N2CCOCC2)cc1 | 0.22 |
| O=C(Nc1ccc2c(c1)OCO2)c1cccc(F)c1 | -0.028 |
| Cc1cccc(N2CCN(Cc3ccoc3)CC2)c1C | -0.876 |
| CCN(CC)C(=O)C1CCCc2c1[nH]c1ccc(Cl)cc21 (stereo unspecified) | -2.77 |
| CCOC(=O)C1CN(S(=O)(=O)c2ccc(OC)cc2)c2cc(S(=O)(=O)CC)ccc2O1 (stereo unspecified) | 1.31 |
| Cc1cc(C)n(-c2cc(-n3nc(C)cc3C)ncn2)n1 | -2.54 |
| O=C(O)C1Nc2c(C(=O)N3CCOCC3)cccc2C2C=CCC12 (stereo unspecified) | 0.0558 |
| CCOC(=O)Nc1ccc(C(=O)Oc2ccccc2)c(O)c1 | -0.797 |
| CC(C)(C)c1ccc(C(=O)Nc2cnccn2)cc1 | 0.133 |
| C1=Nc2c(Nc3ccccc3)ncnc2Oc2ccccc21 | -1.83 |
| COc1ccc(CC(=O)c2cc(OC)c(OC)cc2CC(=O)O)cc1OC | -0.896 |
| COc1ccccc1NC(=O)NC(=O)N(C(C)C)S(C)(=O)=O | -2.6 |
| COc1cc(CC(=O)O)ccc1O | 0.613 |
| CCOC(=O)N1CCC(NC(=O)C2CCCN(c3nc4ccccc4o3)C2)CC1 (stereo unspecified) | 0.933 |
| C=C(C)CC1N(c2cccc(OC)c2)C(=O)C2C(C(=O)O)C3C=CC21O3 (stereo unspecified) | 0.131 |
| CCOC(=O)N1CCC(Nc2nc3ccccc3n3cnnc23)CC1 | 0.469 |
| CCCCN1CC(O)=C(c2nc(-c3ccc(Cl)cc3)cs2)C1=N | -0.0775 |
| CS(=O)(=O)N(CC(=O)Nc1ccc(C(N)=O)cc1)C1CCCCC1 | 1.51 |
| Nc1nc2n(n1)C1(CCCCC1)C1=C(CCCC1)N2 | 1.03 |
| CC(C)(C)Cc1nnc(NS(=O)(=O)Cc2ccccc2)s1 | 0.0355 |
| CC(=O)c1ccc(-n2nncc2C(C)(C)C)cc1 | 1.29 |
| CCn1c(SCC(=O)Nc2nc(-c3ccccc3)cs2)nnc1-c1ccccc1 | -3.14 |
| O=C(c1cnn2c(C(F)(F)F)cc(-c3cccs3)nc12)N1CCN(Cc2ccccc2)CC1 | 0.19 |
| Cc1c(Cl)cccc1NC(=S)NCCC(c1ccccc1)c1ccccc1 | -6.86* |
| O=c1oc2cc(OCc3ccc(F)cc3F)ccc2cc1-c1ccccn1 | -0.0143 |
| CC(C)(C)N1CC(c2nc3ccccc3n2Cc2ccc(F)cc2)CC1=O (stereo unspecified) | -0.375 |

Further records
molecule | Cav3 T inh
CCc1c(O)nc(N2CCN(Cc3ccccc3)CC2)[nH]c1=O | 0.0172
CC(=N\O)/C(CN(C)C)=N/O | 0.705
CC(=O)Oc1ccccc1/C=C1\CCOC1=O | 0.285
Cn1c(Oc2ccc(Cl)cc2)c(C=O)c2ccccc21 | -0.86
O=C(CC1C(=O)NCCN1C(=S)Nc1ccccc1)Nc1ccc2c(c1)OCCO2 (stereo unspecified) | 0.592
O=C(NCc1ccco1)/C(=C/c1cccnc1)NC(=O)c1ccco1 | 0.297
C=CCc1cccc(CNc2c(C)n(C)n(-c3ccccc3)c2=O)c1O | -3.97*
Cc1ccc(CNC(=O)CCNC(=O)c2ccco2)cc1 | 0.424
CCCCc1ccc(NC(=S)NCc2cccs2)cc1 | -3.88
COc1ccc(C(=O)CSc2n[nH]c(N)n2)cc1 | -0.055
Cc1ccccc1Nc1nnc(SCc2cc(=O)n3ccsc3n2)s1 | -0.0248
COc1ccc([C@@H]2[C@H]3C(=O)N(c4cccc(C(F)(F)F)c4)C(=O)[C@H]3ON2C)cc1 | 0.251
COc1ccc(/C(O)=C2/C(=O)C(=O)N(CCN3CCOCC3)C2c2ccccn2)cc1OC (stereo unspecified) | 0.436
CCN(CC(=O)Nc1ccc2c(c1)OCO2)Cc1nc2ccccc2c(=O)[nH]1 | 0.676
CCN(CC)CCNC(=O)C12CC3CC(CC(C3)C1)C2 | 1.18
COc1ccccc1N1CCN(Cc2cccs2)CC1 | -0.0828
CCc1c(C(=O)N2CCN(c3ccccc3F)CC2)[nH]c(C)c1C(C)=O | 1.13
Cc1c(/C=N/NC(=O)c2ccc3c(c2)OCO3)cnn1C | 0.0805
COCC(=O)Nc1cccc2ccccc12 | 0.108
COc1ccccc1CNC(=O)C1CC(c2c(Cl)cccc2Cl)=NO1 (stereo unspecified) | 0.822
CC1(OC(=O)C2CCCC2)C(=O)C=C2C=C(c3ccsc3)OC=C2C1=O (stereo unspecified) | 0.226
O=C(O)c1cccc(C(=O)Cc2ccccc2)c1 | 0.975
CCN(CC)CCNC(=O)CCc1n[nH]c(=O)c2ccccc12 | 0.475
CN(C1CCCCC1)S(=O)(=O)c1ccc(C(=O)O)cc1 | 0.0106
CCSc1nnc(NC(=O)COc2ccccc2)s1 | 0.707
CCNS(=O)(=O)c1ccc2nc(NC(=O)c3cccnc3)sc2c1 | -0.701
O=C(NC(=S)Nc1ccc(C(=O)N2CCOCC2)cc1)c1ccc([N+](=O)[O-])cc1 | 0.59
O=C(c1cccnc1Nc1ccc2c(c1)CCC2)N1CCOCC1 | 0.563
CC/C(O)=C1\C(=O)CC(c2ccccc2)CC1=NCCc1c(C)[nH]c2ccc(C)cc12 (stereo unspecified) | -4.59*

Some of the compounds tested (hit frequency here may not be typical).
